Screening results from PubChem BioAssay.
ALOX15B inhib = inhibitors of human 15-lipoxygenase 2 (ALOX15B) | Potency, µM (series often up to 57.1 µM), for the others: top-dose activity change, negative = inhibition, most hits filed as inhibitors | actives 0.56% (n = 110,000) | AID 881 | O15296 | purified 15hLO-2, xylenol orange hydroperoxide absorbance; note: potency is the fitted concentration of half-maximal effect; nearly all actives have a fitted effect of over 60% in size; many of its hits are not listed in these tables
Target sequence (O15296 whole entry, looked up): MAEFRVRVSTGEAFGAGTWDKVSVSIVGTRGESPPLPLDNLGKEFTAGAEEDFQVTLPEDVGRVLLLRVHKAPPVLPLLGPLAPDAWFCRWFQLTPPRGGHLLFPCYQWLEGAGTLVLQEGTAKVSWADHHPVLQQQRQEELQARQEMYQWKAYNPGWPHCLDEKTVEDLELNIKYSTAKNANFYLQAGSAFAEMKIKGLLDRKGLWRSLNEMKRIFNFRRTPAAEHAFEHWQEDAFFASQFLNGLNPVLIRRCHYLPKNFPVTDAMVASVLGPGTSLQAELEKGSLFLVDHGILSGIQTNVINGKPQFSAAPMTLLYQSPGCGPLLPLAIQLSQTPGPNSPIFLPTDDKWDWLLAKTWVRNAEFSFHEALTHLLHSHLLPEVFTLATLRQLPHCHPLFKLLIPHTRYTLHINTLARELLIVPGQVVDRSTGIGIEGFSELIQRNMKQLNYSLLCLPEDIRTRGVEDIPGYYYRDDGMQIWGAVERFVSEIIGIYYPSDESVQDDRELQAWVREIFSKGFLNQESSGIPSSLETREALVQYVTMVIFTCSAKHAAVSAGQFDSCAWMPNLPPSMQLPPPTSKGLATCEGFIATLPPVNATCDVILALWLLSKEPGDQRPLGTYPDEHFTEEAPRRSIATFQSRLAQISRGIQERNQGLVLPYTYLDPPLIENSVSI
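Enzyme 50 nM, AA 45 uM, 25 mM Hepes pH 7.5 + 0.01% Triton X-100; cpd preinc 15 min RT, rxn 90 min RT; stop/detect with 200 uM XO + 300 uM Fe(II) in 50 mM H2SO4, 30 min; A573/A405.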
PNC inhibitor = perinucleolar compartment assembly inhibition. PC3M PTB-GFP, PNC prevalence imaging, 16 h; active compounds read low. actives 3.1% (n = 140,000). activity change (PNC), negative = inhibition, % at 10 µM;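 active = readout at or below -70, meaning at least 70% loss of cells showing the perinucleolar compartment, a nuclear body marking cancer cells; inconclusive = readout between -30 and a set limit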;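 note: plate controls were DMSO wells for no effect and camptothecin positive control wells for full effect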
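Read-out is percentage of cells bearing a perinucleolar compartment, from automated 20x imaging of fixed, Hoechst-stained PC3M PTB-GFP cells. Cells were seeded 4 h, then exposed 16 h to compound (23 nl of library stock) in duplicate plates.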
12-hLO inh = 12-hLO (ALOX12) enzyme inhibition; P18054; purified 12-hLO, xylenol orange hydroperoxide absorbance; Potency, µM (highest dose often 57.1 µM), for the others: top-dose activity change, negative = inhibition, actives largely listed as inhibitors; actives 0.12% (n = 150,000); note: potency is the fitted concentration of half-maximal effect; nearly all actives have a fitted effect of over 55% in size; many of its hits are not listed in these tables
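Lipoxygenase turnover measured by absorbance at 573 and 405 nm after Fe-XO development. Human 12hLO 150 nM, arachidonate 40 uM, pH 7.0 Hepes buffer with detergent; 15 min compound preincubation, 30 min reaction.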
IMPase inh = IMPase inhibition in cells | CHO-M1 cells, IP1 accumulation, HTRF TR-FRET ratio | inhibition (IP1 accumulation), % at 46.1 µM | 120,000 tested, under 10 active | AID 901; active = well fitted curve in the direction sought with a large enough effect in the signal ratio, not every such curve was filed as active; inconclusive = small, poorly fitted or top-dose-only effect, or a change in a side signal; inactive = no such curve, though single readings can be large or run the other way; the % refers to the signal ratio;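 note: cells stimulated with carbachol in lithium chloride buffer; plate controls were DMSO basal wells for no effect and reference inhibitor wells for full effect; higher means more IMPase inhibition seen as more IP1 and lower FRET ratio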
Target sequence (P97697 whole entry, looked up): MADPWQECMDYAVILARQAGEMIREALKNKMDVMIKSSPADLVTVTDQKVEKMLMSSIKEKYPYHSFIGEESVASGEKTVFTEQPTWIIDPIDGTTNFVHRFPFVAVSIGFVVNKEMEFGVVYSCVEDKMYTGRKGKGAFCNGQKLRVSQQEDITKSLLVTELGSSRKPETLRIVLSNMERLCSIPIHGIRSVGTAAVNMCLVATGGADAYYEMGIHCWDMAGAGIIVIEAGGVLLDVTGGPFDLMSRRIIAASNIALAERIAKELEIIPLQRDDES
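The IP-One HTRF competitive assay in carbachol-stimulated CHO-M1 cells quantifies cellular IP1. Compounds spanned up to 46 uM final, and activity is expressed as AC50 from concentration-response fits of the ratio and donor data.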
Active calls of the source: *; ? = inconclusive; · = not tested or not shown; [ ] = dose if it differs, or a comment. Unless noted, calls come from the whole dose curve; as a rule, active = well fitted curve in the direction sought with a large enough effect; inconclusive = small, poorly fitted or top-dose-only effect, or another doubt; inactive = no such curve, though single readings can be large; an effect the other way counts as inactive or inconclusive. Unless noted, % is set by controls: 0 for no effect and ±100 for the full control effect. Only part of the results is shown; rates above refer to the full screens.

| cpd | SMILES | ALOX15B inhib | PNC inhibitor | 12-hLO inh | IMPase inh |
| --- | --- | --- | --- | --- | --- |
| 1 | Cc1cccc(NC(=O)CCSc2nncn2C)c1 | · | 26 | -3% | 1 |
| 2 | COC(=O)C1=C(N)Oc2cc(C)n(CCN3CCOCC3)c(=O)c2C1c1cccnc1 (stereo not given) | -1% | 24 | -2% | 1 |
| 3 | CC1CCCN(S(=O)(=O)c2ccc(C(=O)Nc3nnc(-c4ccccc4Cl)o3)cc2)C1 (stereo not given) | 25% | ? | 2% | -3 |
| 4 | O=C(NN1C(=O)C2C3C=CC(C4CC34)C2C1=O)c1ccc(Cl)c(Cl)c1 (stereo not given) | · | 57 | -2% | -6 |
| 5 | COc1ccc(NC(=O)C(C)N2c3cccc4cccc(c34)S2(=O)=O)cc1OC (stereo not given) | · | ? | -2% | -9 |
| 6 | C/C(=N/N=C1/NC(=O)CC(C(=O)O)S1)c1ccccc1 (stereo not given) | · | 8 | 5% | -1 |
| 7 | CC(C)OC(=O)c1c2nc3ccccc3nc2n2c1[nH]c(=O)c1ccccc12 | 5%[2.29 µM] | 11 | -2% | ? |
| 8 | Cc1cc(NC(=O)CCC(=O)N(c2ccc(F)cc2)C2(C(=O)NC3CCCCC3)CCCC2)no1 | -1% | 39 | -4% | 11 |
| 9 | O=C(O)CCC(=O)NNC(=O)CCC1CCCCC1 | · | -23 | -3% | · |
| 10 | COc1ccccc1NC(=O)c1cnc(Nc2ccccc2OC)c2ccccc12 | · | -86* | -1% | · |
| 11 | NC(=O)COc1c(-c2ccccc2)oc2ccccc2c1=O | 0% | 22 | 1% | 15 |
| 12 | CCCCC[C@H](O)C=C[C@H]1[C@H](O)CC(=O)[C@H]1CCCCCCC(=O)O | 5% | · | 1% | -3 |
| 13 | O=c1[nH]c(/C(Cl)=C/c2cccc(C(F)(F)F)c2)nc2cc(Cl)ccc12 | · | 14 | -3% | · |
| 14 | O=[N+]([O-])c1ccccc1S(=O)(=O)Oc1ccc(/C=N/n2cnnc2)cc1 | · | -21 | 0% | · |
| 15 | CCOC(=O)CSc1nnc(Cn2c(=O)sc3ccccc32)n1-c1ccccc1C | · | -26 | 5% | -12 |
| 16 | CC(NC(=O)CCC(=O)NC(C)C1COc2ccccc2O1)C1COc2ccccc2O1 (stereo not given) | 1% | -11 | -9% | 5 |
| 17 | COc1cc(NC(=O)c2cc3nc(C4CC4)cc(C(F)(F)F)n3n2)c(OC)cc1Cl | -6% | 4 | 2% | -3 |
| 18 | CCC(=O)Nc1ccc2c(c1)nc(CN1CCN(C(C)=O)CC1)n2C | 4% | 7 | 5% | 0 |
| 19 | CCOC(=O)C1CCCN(C(=O)CCCn2nc(C)n3c(cc4sccc43)c2=O)C1 (stereo not given) | 6% | 19 | 1% | 1 |
| 20 | COc1ccc(Oc2ncc3nc(-c4ccccc4)c(=O)n(CCC#N)c3n2)cc1 | -2% | · | 0% | · |
| 21 | O=C(N/N=C/C=C/c1ccccc1[N+](=O)[O-])c1cc(-c2cccnc2)nc2ccccc12 | · | -84* | 4% | -5 |
| 22 | CC(C)c1ccccc1NC(=O)COC(=O)/C=C/c1cccc([N+](=O)[O-])c1 | · | -14 | -4% | -10 |
| 23 | COC(=O)Cc1ccc(NC(=S)NN2CCOCC2)cc1 | · | 35 | 3% | -12 |
| 24 | O=C1CSC(c2ccc(Cl)cc2)N1C1CCCCC1 (stereo not given) | -7% | -10 | -10% | 10 |
| 25 | CCC1SC(CC)C(=O)N(CC(=O)Nc2ccc3c(c2)OCO3)C1=O (stereo not given) | · | 12 | 1% | -13 |
| 26 | CC(OC(=O)c1c2c(nc3ccccc13)/C(=C\c1ccc3c(c1)OCO3)CCC2)C(=O)Nc1ccc(S(N)(=O)=O)cc1 (stereo not given) | · | 16 | -3% | · |
| 27 | Cn1cnc([N+](=O)[O-])c1SCC(=O)O | 1%[11.4 µM] | · | 2%[11.4 µM] | · |
| 28 | O=C(COC(=O)C1(c2ccccc2F)CCCC1)Nc1ncc(C(F)(F)F)cc1Cl | · | -109* | -4% | · |
| 29 | CC(=O)N1CCC[C@@]2(CCN(Cc3ccccc3)C2)C1 | 2% | · | -5% | · |
| 30 | Cc1ccc(-n2ncc3c(=O)[nH]c(SCC(=O)N4CCC(C)CC4)nc32)cc1C | -7% | 3 | 1% | -8 |
| 31 | C/C(=N\OC(=O)c1ccccc1F)c1nccs1 | 7% | -1 | 6% | 6 |
| 32 | COc1ccc(NC(=O)Cn2cc(C(=O)c3ccco3)c3ccccc32)cc1 | -6% | ? | -10% | -7 |
| 33 | COc1ccc(NC(=O)C(NC(=O)OC(C)(C)C)C(C)OCc2ccccc2)cc1 (stereo not given) | -11% | 0 | 0% | 3 |
| 34 | O=C(c1cc2c(s1)-c1ccccc1OC2)N1CCN(c2ccccc2)CC1 | -7% | -16 | -11% | ? |
| 35 | O=C(O)C1C2CCC(C2)C1C(=O)NCCC1=CCCCC1 (stereo not given) | · | 17 | 3% | · |
| 36 | COc1ccc(NC(=O)C2C3C=CC(C3)C2C(=O)NCc2ccccn2)c(OC)c1 (stereo not given) | · | 1 | 1% | · |
| 37 | CN1CCN(C(=S)Nc2ccc([N+](=O)[O-])cc2)CC1 | 0% | 18 | 5% | 14 |
| 38 | CCOC(=O)c1sc(NC(=O)CCN2C(=O)c3ccccc3C2=O)c(C(=O)OCC)c1C | · | 41 | -4% | · |
| 39 | COc1cccc(-n2ccnc2SCC(=O)Nc2nccs2)c1 | -6% | 19 | 8% | -5 |
| 40 | COc1ccccc1N(CC(O)Cn1c(C)nc2ccccc21)S(=O)(=O)c1ccccc1 (stereo not given) | · | 17 | 1% | · |
| 41 | O=C(Cn1cc[n+](CC(=O)c2ccccc2)c1)c1ccccc1 | 22% | ? | -1% | 4 |
| 42 | Cc1cc(NC(=O)C(C)C)ncc1NC(=O)CCc1ccccc1 | 0% | -7 | 1% | 0 |
| 43 | CCCCOC(=O)n1c(=S)oc2cc(Cl)ccc21 | -6% | 69 | 3% | -8 |
| 44 | O=c1cc(CSc2nnc(-c3ccco3)o2)c2ccccc2[nH]1 | -8% | 25 | 1% | ? |
| 45 | COc1ccc(S(=O)(=O)N(C)c2ccc(C(=O)NCCC(C)C)cc2)cc1 | 20% | -23 | -18% | -4 |
| 46 | O=C(NC(Cc1c[nH]c2ccccc12)C(=O)O)c1ccco1 (stereo not given) | 4% | 8 | -3% | 0 |
| 47 | COC(=O)c1ccc(NC(=O)NC2CCCCC2)cc1 | · | -10 | -3% | · |
| 48 | CN1CCN(C(=O)CSc2nc(-c3cccs3)ccc2C#N)CC1 | -19% | 8 | -11% | -2 |
| 49 | O=C(CSc1ncnc2scc(-c3ccc(F)cc3)c12)c1ccc2c(c1)OCCO2 | · | 25 | 0% | · |
| 50 | C=CCC(=O)OCC(=O)Nc1ccc(Oc2ccccc2)cc1 | 0% | ? | -2% | 5 |
| 51 | Cc1c(Cl)cccc1N(CC(=O)N1CCCCCC1)S(C)(=O)=O | -6% | -16 | 0% | -2 |
| 52 | CCOC(=O)C(NCCc1ccc(F)cc1)(NC(=O)CC)C(F)(F)F (stereo not given) | · | 65 | 1% | · |
| 53 | CCOC(=O)C(C)C1(O)c2ccccc2-c2ncccc21 (stereo not given) | -4% | 2 | 0% | 0 |
| 54 | CCOC(=O)N1CCN(CC(=O)c2c[nH]c3ccc(F)cc23)CC1 | -9% | ? | 3% | 2 |
| 55 | CC(NC(=O)Cc1ccsc1)c1ccc(S(N)(=O)=O)cc1 (stereo not given) | 3% | -3 | -2% | -2 |
| 56 | Cc1ccc(N=Cc2c(O)n(-c3ccc4c(c3)OCO4)c(=O)c3ccccc23)cc1 | ? | 16 | -7% | 4 |

Further results.
| cpd | SMILES | ALOX15B inhib | PNC inhibitor | 12-hLO inh | IMPase inh |
| --- | --- | --- | --- | --- | --- |
| 57 | CCCc1[nH][nH]c(=O)c1C(c1ccc(Cl)cc1)C(C#N)C#N (stereo not given) | · | 12 | -13% | 1 |
| 58 | CCOc1cccc2cc(C(=O)Nc3ccccc3-c3ccccc3)c(=O)oc12 | · | 59 | -1% | · |
| 59 | Cc1ccc(CC(NC(=O)c2ccccc2)C(=O)NCC(=O)O)cc1 (stereo not given) | -2% | 4 | 5% | 1 |
| 60 | CCCCCCCCCCSc1n[nH]c(NC(C)=O)n1 | 19% | -11 | 6% | 2 |
| 61 | C[N+](C)(C)CCN(Cc1cccs1)c1ccccn1 | -15%[11.4 µM] | · | -5%[11.4 µM] | · |
| 62 | CCCC(c1nnnn1CC(=O)OCC)N(Cc1cc2ccc(C)cc2[nH]c1=O)C1CCCC1 (stereo not given) | -10% | 36 | -6% | -11 |
| 63 | CCN(CC)S(=O)(=O)c1cccc(NC(=O)COc2ccc(C#N)cc2OC)c1 | · | 84 | 1% | · |
| 64 | CCC(=O)NS(=O)(=O)c1ccc(N=NN2CCCCC2)cc1 | · | -8 | -4% | · |
| 65 | COC(=O)Nc1nnc(-c2ccccc2Cl)s1 | 1% | -4 | 0% | 3 |
| 66 | CN(C)c1nc2c(c(=O)[nH]c(=O)n2C)n1Cc1ccccc1Br | -4% | 68 | 3% | -4 |
| 67 | COC(=O)C1=C(C)N(CC2CCCO2)C(=O)C1 (stereo not given) | -1% | -30 | -4% | 5 |
| 68 | COCCNC(=O)CN(CCc1ccccc1)S(=O)(=O)c1ccc(OC)cc1 | 4% | 11 | 2% | 8 |
| 69 | COc1cccc(-n2c(Cc3cc(=O)[nH]c(=O)[nH]3)nnc2SCC(=O)N2CCCC2)c1 | -2% | -15 | 6% | 11 |
| 70 | O=C(O)CCC(=O)c1ccc2c(c1)OCCO2 | 3% | 36 | 4% | -4 |
| 71 | COCCCNC(=O)c1ccc(N2CCCC2)c(NS(=O)(=O)c2ccc(C)cc2)c1 | -12% | 7 | -6% | 10 |
| 72 | Cn1nnc2cc(NC(=O)N3CCN(c4ccccn4)CC3)ccc21 | -10% | ? | -1% | -7 |
| 73 | CC(=O)Nc1sc2c(c1C(=O)N1CCOCC1)CCCCC2 | -4% | -8 | 1% | 4 |
| 74 | O=c1n(-c2ccccc2)c(=O)n2n1CCC2 | -5% | -17 | -3% | 2 |
| 75 | CCn1c(SCC(=O)Nc2oc(-c3ccccc3)c(-c3ccccc3)c2C#N)nnc1-c1cc(OC)cc(OC)c1 | -6% | -7 | -6% | 7 |
| 76 | O=C(COC(=O)C1CC(=O)N(Cc2ccco2)C1)c1ccc(OC(=O)c2ccccc2)cc1 (stereo not given) | · | -3 | 3% | 9 |
| 77 | CCOc1ccc(-c2cc(C(=O)NN3CCN(C)CC3)c3cc(Cl)ccc3n2)cc1 | · | 30 | 1% | -16 |
| 78 | O=C(NCc1ccccc1)C(=O)NCC1OCCN1C(=O)c1cccs1 (stereo not given) | · | 11 | -1% | -2 |
| 79 | CC12CC3CC(C)(C1)CC(CN)(C3)C2 | 40%[activator] | -21 | 0% | 1 |
| 80 | O=C(O)CC(c1ccc(Cl)cc1)n1cccc1 (stereo not given) | 2% | 37 | 4% | -3 |

Some of these compounds in order of length of the SMILES, low to high.
| cpd | SMILES | ALOX15B inhib | PNC inhibitor | 12-hLO inh | IMPase inh |
| --- | --- | --- | --- | --- | --- |
| 79 | CC12CC3CC(C)(C1)CC(CN)(C3)C2 | 40%[activator] | -21 | 0% | 1 |
| 74 | O=c1n(-c2ccccc2)c(=O)n2n1CCC2 | -5% | -17 | -3% | 2 |
| 72 | Cn1nnc2cc(NC(=O)N3CCN(c4ccccn4)CC3)ccc21 | -10% | ? | -1% | -7 |
| 78 | O=C(NCc1ccccc1)C(=O)NCC1OCCN1C(=O)c1cccs1 (stereo not given) | · | 11 | -1% | -2 |
| 77 | CCOc1ccc(-c2cc(C(=O)NN3CCN(C)CC3)c3cc(Cl)ccc3n2)cc1 | · | 30 | 1% | -16 |
| 76 | O=C(COC(=O)C1CC(=O)N(Cc2ccco2)C1)c1ccc(OC(=O)c2ccccc2)cc1 (stereo not given) | · | -3 | 3% | 9 |
| 75 | CCn1c(SCC(=O)Nc2oc(-c3ccccc3)c(-c3ccccc3)c2C#N)nnc1-c1cc(OC)cc(OC)c1 | -6% | -7 | -6% | 7 |
